INS promoter inh: TRM-6 insulin promoter activity inhibition. TRM-6 cells (human fetal islet line), insulin promoter-eGFP reporter, imaging; reporter expression induced with tamoxifen. inhibition, % at 2 µM. 130,000 compounds, 0.9% hits. AID 1273;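 active means inhibition above the mean plus 3 SD, with well images judged a real hit on visual review, cut at about 60% in these data, passing the limit was not always enough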
sdo1 growth: restores growth of sdo1-depleted yeast. S. cerevisiae sdo1-depleted JHY4D growth rescue, OD600 30 h; active compounds read high; pdr5 snq2 efflux-pump mutant strain. z-score at 10 µM. 140,000 compounds, 0.21% hits. AID 817;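 active means z-score above 3 at both the 24 hr and the 30 hr optical density reads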;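 further: z-score against mean and SD of all compound wells on the same plate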
sdo1 growth Rescue 24 h: further read-out of sdo1 growth, marked with its call; z-score; S. cerevisiae sdo1-depleted JHY4D growth rescue, OD600; measured here: growth rescue at 24 h;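 0 is the plate mean of compound wells and units are plate SD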
* = called active by the depositor.

How did Cc1nc2cc(-c3ccc(Cl)cc3)nn2c(C)c1CCC(=O)NC(C)c1ccc2c(c1)OCCO2 (configuration not stated) do in these assays?
INS promoter inh: 5.0; sdo1 growth: -0.25; sdo1 growth Rescue 24 h: 0.03

Results for Cn1c2ccccc2c(=O)c2c(=O)n(C3CCCCCC3)c(C3CCCCC3)nc21 ?
sdo1 growth: -0.2; sdo1 growth Rescue 24 h: 0.42

How did COc1ccc(NS(=O)(=O)/C=C/c2ccccc2)cc1 do in these assays?
INS promoter inh: 23.1; sdo1 growth: -0.63; sdo1 growth Rescue 24 h: -1.55

What do the screens show for `Cc1oc2c(c1C(=O)Nc1cccc(C(=O)O)c1)CCCC2`?
INS promoter inh: 65.7*; sdo1 growth: 0.11; sdo1 growth Rescue 24 h: -0.08

How did O=c1c2c3c(sc2nc2sc(C4CC4)nn12)CCCC3 do in these assays?
INS promoter inh: 55.6; sdo1 growth: -0.21; sdo1 growth Rescue 24 h: 0.73

How did COc1ccccc1N1CCN(c2ccc([N+](=O)[O-])nc2)CC1 do in these assays?
INS promoter inh: -8.3

What do the screens show for `Cc1ccc2c(c1)N(CC(=O)NC1CCCCC1C)C(=O)CO2` (configuration not stated)?
sdo1 growth: 1.16; sdo1 growth Rescue 24 h: -0.34

How did c1cc2[nH]snc2c2nc(C3CC3)nc12 do in these assays?
INS promoter inh: 63.6; sdo1 growth: -0.83; sdo1 growth Rescue 24 h: -0.45

What do the screens show for `O=C(CSc1ccccc1)Nc1cccc(S(=O)(=O)N2CCCC2)c1`?
sdo1 growth: 0.08; sdo1 growth Rescue 24 h: -0.45

Results for O=c1[nH]cnc2ccsc12 ?
INS promoter inh: 23.1

An excerpt of the results above, for reference:
How did Cc1nc2cc(-c3ccc(Cl)cc3)nn2c(C)c1CCC(=O)NC(C)c1ccc2c(c1)OCCO2 (configuration not stated) do in these assays?
INS promoter inh: 5.0; sdo1 growth: -0.25; sdo1 growth Rescue 24 h: 0.03

Results for Cn1c2ccccc2c(=O)c2c(=O)n(C3CCCCCC3)c(C3CCCCC3)nc21 ?
sdo1 growth: -0.2; sdo1 growth Rescue 24 h: 0.42

How did COc1ccc(NS(=O)(=O)/C=C/c2ccccc2)cc1 do in these assays?
INS promoter inh: 23.1; sdo1 growth: -0.63; sdo1 growth Rescue 24 h: -1.55

What do the screens show for `Cc1oc2c(c1C(=O)Nc1cccc(C(=O)O)c1)CCCC2`?
INS promoter inh: 65.7*; sdo1 growth: 0.11; sdo1 growth Rescue 24 h: -0.08

How did O=c1c2c3c(sc2nc2sc(C4CC4)nn12)CCCC3 do in these assays?
INS promoter inh: 55.6; sdo1 growth: -0.21; sdo1 growth Rescue 24 h: 0.73

How did COc1ccccc1N1CCN(c2ccc([N+](=O)[O-])nc2)CC1 do in these assays?
INS promoter inh: -8.3

What do the screens show for `Cc1ccc2c(c1)N(CC(=O)NC1CCCCC1C)C(=O)CO2` (configuration not stated)?
sdo1 growth: 1.16; sdo1 growth Rescue 24 h: -0.34

(listing goes on)
Results for O=c1oc(/C=C/c2ccccc2)nc2ccccc12 ?
INS promoter inh: 35.7

How did NC(=O)CSc1nnc(-c2cccc(S(=O)(=O)N3CCOCC3)c2)n1C1CCCCCC1 do in these assays?
INS promoter inh: -25.7; sdo1 growth: 1.34; sdo1 growth Rescue 24 h: 1.53

What do the screens show for `Cc1nnc(NC(=O)C2(c3ccccc3)CCOCC2)s1`?
INS promoter inh: -10.0; sdo1 growth: 1.07; sdo1 growth Rescue 24 h: 0.8

What do the screens show for `CSc1ccc(CN2CCC(O)CC2)cc1`?
INS promoter inh: 8.1

How did COCCNC(=O)C1CC(=O)N(CCc2ccccc2)C1 (configuration not stated) do in these assays?
INS promoter inh: 40.0; sdo1 growth: 0.5; sdo1 growth Rescue 24 h: 0.87

Results for CC(C)(C)NCCCCOc1ccccc1F ?
INS promoter inh: -18.2; sdo1 growth: -0.02; sdo1 growth Rescue 24 h: -0.76

What do the screens show for `O=C(CN1CCSCC1)N/N=C/c1ccc(F)cc1F`?
INS promoter inh: -5.6; sdo1 growth: 0.05; sdo1 growth Rescue 24 h: -0.8

How did CCOC(=O)Cn1c(SC)nc2sc3c(c2c1=O)CC(C)(C)OC3 do in these assays?
INS promoter inh: -18.2; sdo1 growth: -0.6; sdo1 growth Rescue 24 h: -0.42

What do the screens show for `O=C(CCN1CCc2ccccc2C1)Nc1cccc(F)c1`?
INS promoter inh: -36.8; sdo1 growth: 0.54; sdo1 growth Rescue 24 h: 0.41

How did COc1ccc(/C=C/C(=O)Oc2cccc(/C=N/NC(=O)c3cccc(F)c3)c2)cc1 do in these assays?
INS promoter inh: -24.0; sdo1 growth: 0.4; sdo1 growth Rescue 24 h: 0.23

What do the screens show for `CC1CCN(c2ccc([N+](=O)[O-])cc2C(=O)O)CC1`?
INS promoter inh: 27.3; sdo1 growth: 0.7; sdo1 growth Rescue 24 h: 0.13

What do the screens show for `CC1CCN(S(=O)(=O)c2ccc(C(C)C)cc2)CC1`?
INS promoter inh: 23.1

What do the screens show for `O=c1[nH]cnc2c1cnn2Cc1ccccc1`?
sdo1 growth: 1.75; sdo1 growth Rescue 24 h: 1.52

How did CCC(CC)NC(=O)c1cc2c(C)nn(Cc3ccccc3Cl)c2s1 do in these assays?
INS promoter inh: -5.4; sdo1 growth: -1.06; sdo1 growth Rescue 24 h: -0.95

What do the screens show for `CCCSc1ccc2nc(-c3ccccc3)cn2c1`?
sdo1 growth: -0.91; sdo1 growth Rescue 24 h: -0.74

Results for COc1ccc(NC(=O)N(Cc2ccc3c(c2)OCO3)C2CC(=O)N(c3ccc(OC)cc3)C2=O)cc1 (configuration not stated) ?
INS promoter inh: -13.3; sdo1 growth: -0.75; sdo1 growth Rescue 24 h: 0.37

How did O=C(COc1ccc(C(F)(F)F)cc1[N+](=O)[O-])Nc1cccc(C(F)(F)F)c1 do in these assays?
INS promoter inh: -17.2; sdo1 growth: 0.14; sdo1 growth Rescue 24 h: 0.94

How did O=C(O)CSc1c(-c2ccccc2)[nH]c2ccccc12 do in these assays?
INS promoter inh: 60.0; sdo1 growth: 0.45; sdo1 growth Rescue 24 h: -0.11

What do the screens show for `O=C(CS(=O)c1cccc(Cl)c1)Nc1ccccc1Cl` (configuration not stated)?
INS promoter inh: -50.0; sdo1 growth: -0.27; sdo1 growth Rescue 24 h: -1.42

How did Cc1ccc2nc(-c3ccc(NC(=S)NC(=O)C(C)C)cc3)sc2c1 do in these assays?
INS promoter inh: 13.8; sdo1 growth: -1.38; sdo1 growth Rescue 24 h: -0.11

What do the screens show for `COc1ccc(S(=O)(=O)NCCc2csc(-c3cccnc3)n2)cc1`?
sdo1 growth: -0.33; sdo1 growth Rescue 24 h: -0.76

What do the screens show for `Cn1nc2c(c1C(=O)O)CCCC2`?
INS promoter inh: 47.4; sdo1 growth: 0.75; sdo1 growth Rescue 24 h: 1.63

What do the screens show for `O=C(CCCn1cnc([N+](=O)[O-])n1)Nc1cccc2ccccc12`?
INS promoter inh: 41.7

Results for Nc1n[nH]c(=S)n1/N=C1/C(=O)Nc2ccccc21 ?
INS promoter inh: 22.2

Results for COCCCNC(=O)c1c(NC(=O)c2cccs2)sc2c1CCCC2 ?
INS promoter inh: -20.5; sdo1 growth: -0.92; sdo1 growth Rescue 24 h: 0.57

How did COc1cccc(-c2nnc(NC(=O)Cc3cccs3)s2)c1 do in these assays?
INS promoter inh: 30.0; sdo1 growth: -0.19; sdo1 growth Rescue 24 h: -0.03

Results for CCCCCC(=O)N/N=C(\C)c1ccc(N2CCCCC2)cc1 ?
INS promoter inh: 41.7; sdo1 growth: 0.21; sdo1 growth Rescue 24 h: -1.32

How did COc1cc(C(=O)Nc2nc3ccc(S(=O)(=O)N4CCOCC4)cc3s2)cc(OC)c1OC do in these assays?
INS promoter inh: 13.8; sdo1 growth: 0.16; sdo1 growth Rescue 24 h: -0.08

Results for Cc1ccc(-n2nnc3c(=O)oc4ccccc4c32)cc1 ?
INS promoter inh: 43.8; sdo1 growth: -1.65; sdo1 growth Rescue 24 h: -0.47

What do the screens show for `Cc1cc(NC(=O)CSc2nnc(-c3ccccc3)n2Cc2ccco2)no1`?
INS promoter inh: -28.6; sdo1 growth: 0.19; sdo1 growth Rescue 24 h: -0.03

How did Cc1cc(C(=O)NCC(=O)OCC(=O)NCCc2ccccc2)ccc1[N+](=O)[O-] do in these assays?
INS promoter inh: 17.6

What do the screens show for `CCOc1cccc2cc(C(=O)Nc3nccs3)c(=O)oc12`?
sdo1 growth: 1.43; sdo1 growth Rescue 24 h: 2.25

Results for C#CCSc1nnc(-c2ccc(C)cc2)o1 ?
INS promoter inh: -300.0; sdo1 growth: 1.14; sdo1 growth Rescue 24 h: 1.38

What do the screens show for `COc1ccc(OC)c(-c2nc3c(C)n[nH]c(=O)c3[nH]2)c1`?
INS promoter inh: 22.7; sdo1 growth: 0.31; sdo1 growth Rescue 24 h: 0.17

How did COc1ccc(NC(=O)CCNS(=O)(=O)c2ccc(Br)s2)cc1 do in these assays?
INS promoter inh: 6.8; sdo1 growth: 0.85; sdo1 growth Rescue 24 h: 0.65

Results for Cc1c(C2C(C#N)=C(N)N(c3ccccc3C#N)C3=C2C(=O)CCC3)cnn1C (configuration not stated) ?
INS promoter inh: 2.8; sdo1 growth: 0.45; sdo1 growth Rescue 24 h: 0.2

What do the screens show for `CC(=O)NC1C(=O)N(CCc2ccccc2)c2ccc(Br)cc21` (configuration not stated)?
INS promoter inh: 71.9*; sdo1 growth: -0.1; sdo1 growth Rescue 24 h: 0.14

How did Cc1c(C(=O)Nc2ccc(OC(F)(F)F)cc2)sc2nc3n(c(=O)c12)CCC3 do in these assays?
INS promoter inh: 10.0; sdo1 growth: 1.12; sdo1 growth Rescue 24 h: 1.28

What do the screens show for `CN(C)c1ccc(CNn2cnnc2SCc2ccccc2F)cc1`?
INS promoter inh: 8.3; sdo1 growth: 0.01; sdo1 growth Rescue 24 h: -0.42

What do the screens show for `O=C(Cc1ccc(-c2ccccc2)cc1)NNC(=S)NCc1ccco1`?
INS promoter inh: 0.0

Results for c1ccc(CC2CCN(C3=Nc4cccc5cccc3c45)CC2)cc1 ?
INS promoter inh: -82.9; sdo1 growth: -0.84; sdo1 growth Rescue 24 h: 1.05

What do the screens show for `COc1ccc(N2CCN(CCCNC(=O)CC3Oc4ccc(C)cc4NC3=O)CC2)cc1` (configuration not stated)?
INS promoter inh: -85.7; sdo1 growth: -0.13; sdo1 growth Rescue 24 h: -0.69

What do the screens show for `Cc1ccccc1S(=O)(=O)NNC(=O)C(=O)NNc1ccccn1`?
INS promoter inh: 25.0; sdo1 growth: 1.19; sdo1 growth Rescue 24 h: 2.87

How did O=C(COC(=O)CC12CC3CC(CC(C3)C1)C2)Nc1ncc(Cl)cc1Cl do in these assays?
INS promoter inh: 100.0*; sdo1 growth: -0.9; sdo1 growth Rescue 24 h: -0.2

Results for Cc1cc(C)n2nc(CCc3ccccc3)nc2n1 ?
INS promoter inh: 0.0; sdo1 growth: 1; sdo1 growth Rescue 24 h: -0.05

What do the screens show for `CC1(C)CC(=O)C2=C(C1)Oc1nc3ccccc3cc1C2C(C#N)C#N` (configuration not stated)?
INS promoter inh: 38.5; sdo1 growth: -0.77; sdo1 growth Rescue 24 h: -0.05

Results for Cc1ccccc1CN1CCN(CC2CC3C=CC2C3)CC1 (configuration not stated) ?
INS promoter inh: -4.2; sdo1 growth: 0.58; sdo1 growth Rescue 24 h: 1.03

Results for CCN=C1SC(C(=O)Nc2ccc(OCC)cc2)CC(=O)N1CC (configuration not stated) ?
INS promoter inh: -12.5

What do the screens show for `CC(C)c1cccc(C(C)C)c1NC(=O)CNCc1ccccc1F`?
INS promoter inh: -54.0; sdo1 growth: -1.34; sdo1 growth Rescue 24 h: -1.28

How did COc1ccc(C(C)(C)C)cc1NC(=O)COC(=O)c1ccc([N+](=O)[O-])o1 do in these assays?
INS promoter inh: 20.0

What do the screens show for `COc1ccc(C(=O)N2N=C3CC(C)(C)OCC3C2c2ccccc2)cc1` (configuration not stated)?
INS promoter inh: 25.0; sdo1 growth: -1.23; sdo1 growth Rescue 24 h: -0.45

Results for O=C1CC(Sc2nnnn2C2CCCCC2)C(=O)N1c1ccccc1 (configuration not stated) ?
INS promoter inh: 50.0; sdo1 growth: -0.17; sdo1 growth Rescue 24 h: -0.03

Results for CCC(=O)Nc1cc(C(=O)OCC(=O)c2ccc(Cl)cc2Cl)ccc1C ?
sdo1 growth: -1.16; sdo1 growth Rescue 24 h: -1.2

How did COc1ccc(/C=N/Nc2nc3ccccc3o2)cc1OC do in these assays?
INS promoter inh: -28.6; sdo1 growth: -0.9; sdo1 growth Rescue 24 h: -1.03

Results for Nc1nc(SCC(=O)NCc2ccccc2)n[nH]1 ?
INS promoter inh: 3.2; sdo1 growth: 0.83; sdo1 growth Rescue 24 h: 1.08

What do the screens show for `CCOC(=O)N1CCN(C2CC(=O)N(c3ccc(C)cc3)C2=O)CC1` (configuration not stated)?
INS promoter inh: -31.4; sdo1 growth: 0.33; sdo1 growth Rescue 24 h: 0.48

Results for C#CCn1c(-c2cccs2)nc2ccccc21 ?
INS promoter inh: 92.6*

What do the screens show for `CS(=O)(=O)N(CC(=O)Nc1cccc([N+](=O)[O-])c1)c1ccccc1`?
INS promoter inh: 15.0

How did N=c1c(C(=O)NCc2ccc(F)cc2)cc2c(=O)n3ccccc3nc2n1Cc1cccnc1 do in these assays?
INS promoter inh: -15.6; sdo1 growth: 1.05; sdo1 growth Rescue 24 h: 1.31

What do the screens show for `CC1CCc2c(sc(NC(=O)C(=O)NCc3ccco3)c2C#N)C1` (configuration not stated)?
INS promoter inh: 20.0; sdo1 growth: -1.47; sdo1 growth Rescue 24 h: 0.11

Results for Cc1noc(NS(=O)(=O)c2ccc(N/C=C/C(=O)c3ccccc3)cc2)c1C ?
INS promoter inh: -17.9; sdo1 growth: 0.92; sdo1 growth Rescue 24 h: 1.3

Source: PubChem (several laboratories)
